Bioassay records deposited in PubChem by National Center for Advancing Translational Sciences (NCATS).
Apoferritin bind: candidate novel general anesthetic via apoferritin binding; P02791; Potency, µM (top dose mostly 77.5 µM), for inactives: top-dose activity change, negative = displacement, hits mostly inhibitors; apoferritin/1-aminoanthracene competitive binding, fluorescence; 350,000 tested, 0.074% active; further: potency means the concentration at half of the fitted maximal effect; on the % scale 0 is the no-effect control and ±100 the full control effect; nearly all actives have a fitted effect of over 20% in size
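Read-out: endpoint 1-AMA fluorescence, excitation 380 nm and emission 535 nm, after compounds sit 10 min at room temperature with 10 uM horse-spleen apoferritin in 50% saturated 1-AMA/PBS. Values come from four-parameter Hill fits.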
LDHA block: inhibitors of human lactate dehydrogenase A; AID 1347041; 480,000 tested, 0.15% active; P00338; activity change, % (values are at about 110 or 230 µM); purified LDHA, NADH/diaphorase-resazurin fluorescence; hits give low values; in the data active means activity change below about -30%; inconclusive means mostly about -25% to -30%;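 further: plate controls were DMSO wells for no effect and wells without enzyme for full effect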
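Human LDH5 at 2 nM final in Tris HCl pH 7.4 with 0.06 mM NADH and 0.2 mM pyruvate, reacted 5 minutes at room temperature. Remaining NADH coupled via diaphorase/resazurin; resorufin fluorescence read at 0 and 20 minutes, normalized to enzyme-free and DMSO wells.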
Pol eta inh: inhibitors of human DNA polymerase eta | Q9Y253 | recombinant Pol eta, fluorescent DNA replication assay | Potency, µM (titrated, usually from 114 µM), for the others: at the top dose activity change, negative = inhibition, usual class: inhibitors | 390,000 tested, 1.2% active | AID 588591; further: potency means the concentration at half of the fitted maximal effect; on the % scale 0 is the no-effect control and ±100 the full control effect
Target sequence (Q9Y253 whole entry, looked up): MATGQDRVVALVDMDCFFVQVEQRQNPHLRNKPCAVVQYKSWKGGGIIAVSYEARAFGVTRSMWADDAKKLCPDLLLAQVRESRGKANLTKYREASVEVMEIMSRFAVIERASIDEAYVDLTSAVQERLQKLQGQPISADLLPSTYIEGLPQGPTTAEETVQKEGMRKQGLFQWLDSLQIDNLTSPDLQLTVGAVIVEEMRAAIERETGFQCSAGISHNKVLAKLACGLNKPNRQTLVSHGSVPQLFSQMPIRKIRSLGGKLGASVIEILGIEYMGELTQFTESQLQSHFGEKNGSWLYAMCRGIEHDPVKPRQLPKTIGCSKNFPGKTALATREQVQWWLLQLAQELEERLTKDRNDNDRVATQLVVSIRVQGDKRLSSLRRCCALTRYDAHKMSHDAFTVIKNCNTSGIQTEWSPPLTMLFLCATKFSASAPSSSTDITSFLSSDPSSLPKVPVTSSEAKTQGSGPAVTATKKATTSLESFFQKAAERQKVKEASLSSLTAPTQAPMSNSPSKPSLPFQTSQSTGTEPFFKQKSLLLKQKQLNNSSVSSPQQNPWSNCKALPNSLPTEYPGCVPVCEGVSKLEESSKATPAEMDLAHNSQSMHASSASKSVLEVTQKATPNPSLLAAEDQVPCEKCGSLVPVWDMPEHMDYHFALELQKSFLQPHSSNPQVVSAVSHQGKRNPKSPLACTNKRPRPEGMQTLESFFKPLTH
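Pol eta (10 nM) was preincubated with compounds for 15 min at room temperature, after which fluorescent replication substrate (50 nM final) was added to start the reaction. Fluorescence was read kinetically at 0 and 10 min.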
Pol kappa inh: blocks human DNA polymerase kappa activity; Q9UBT6; purified Pol kappa, fluorescent DNA synthesis assay, 10 min; Potency, µM (highest dose often 107 µM), inactives show at the top dose activity, negative = inhibition, usual class: inhibitors; 400,000 tested, 0.53% active; AID 588579; further: potency means the concentration at half of the fitted maximal effect; on the % scale 0 is the no-effect control and ±100 the full control effect
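Pol kappa 10 nM + cpd, 15 min RT; start w/ substrate 50 nM final; fluorescence kinetic read, 0 and 10 min. Neg ctrl: buffer, no enzyme.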
GRP78 ERSR act: ER stress response induction in glioma; U87-MG GRP78 promoter luciferase reporter, 16 h; Potency, µM, for the others: at the top dose activation, most hits filed as activators; 420,000 tested, 0.02% active; AID 602332; further: potency means the concentration at half of the fitted maximal effect; series mostly up to about 76 µM; % of control where 0% means no effect; nearly all actives have a fitted effect of over 35% in size
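Stably transfected U87-MG human glioma cells carrying a GRP78-based luminescent sensor were seeded at 1000 cells/well, pin-dosed with compounds and incubated 16 h. Luciferase reagent was then added, and end-point luminescence was read after 10 min at room temperature.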
BLM helicase inh: Bloom syndrome helicase (human) inhibition | P54132 | 350,000 tested, 0.2% active | recombinant BLM DNA unwinding, fluorescence dequenching | Potency, µM (highest dose often 56.1 µM), for the others: top-dose activity change, negative = inhibition, hits mostly inhibitors;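 further: potency means the concentration at half of the fitted maximal effect; plate controls were vehicle for no effect and no enzyme for full effect; nearly all actives have a fitted effect of over 35% in size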
APE1 inh: APE1 (human) endonuclease inhibition; recombinant APE1, TAMRA/BHQ-2 abasic DNA cleavage fluorescence; Potency, µM (doses to about 65.8 µM), for the others: top-dose activity change, negative = inhibition, usual class: inhibitors; 350,000 tested, 0.35% active; AID 2517;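 further: potency means the concentration at half of the fitted maximal effect; plate controls were vehicle for no effect and reference inhibitor for full effect; nearly all actives have a fitted effect of over 55% in size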
Target sequence (P27695 whole entry, looked up): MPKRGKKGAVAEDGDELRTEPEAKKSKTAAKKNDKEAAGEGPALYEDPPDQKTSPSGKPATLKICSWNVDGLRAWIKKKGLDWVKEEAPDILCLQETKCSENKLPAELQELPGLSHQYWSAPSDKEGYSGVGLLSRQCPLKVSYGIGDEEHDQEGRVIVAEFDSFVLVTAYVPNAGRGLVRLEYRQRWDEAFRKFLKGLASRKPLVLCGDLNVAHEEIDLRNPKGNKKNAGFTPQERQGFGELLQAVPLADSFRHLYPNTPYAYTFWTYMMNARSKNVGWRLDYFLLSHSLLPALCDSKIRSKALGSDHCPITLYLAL
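Substrate: short duplex with […] THF abasic site, 5'-TAMRA and 3'-BHQ-2, 50 nM final. APE1 at 0.75 nM, preincubated 15 min RT with compound. Fluorescence increase from first to third read measured activity.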
POLI inh: blocks human DNA polymerase iota activity; Q9UNA4; Pol iota fluorescent replication assay, 10 min; Potency, µM (top dose mostly 115 µM), for inactives: at the top dose activity, negative = inhibition, usual class: inhibitors; 390,000 tested, 1% active; AID 588590; further: potency means the concentration at half of the fitted maximal effect
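Pol iota at 10 nM preincubated 15 min with compounds at room temperature; reaction started with fluorescent substrate, 50 nM final. Fluorescence read kinetically at 0 and 10 min; buffer-only wells as negative control.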
POLB inh: inhibitors of human DNA polymerase beta | Pol beta primer extension/strand displacement, fluorescence kinetic | Potency, µM (top dose mostly 114 µM), for inactives: top-dose activity change, negative = inhibition, usual class: inhibitors | P06746 | 340,000 tested, 1.3% active; further: potency means the concentration at half of the fitted maximal effect; on the % scale 0 is the no-effect control and ±100 the full control effect
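Homogeneous kinetic assay of primer extension and strand displacement by 10 nM Pol beta, preincubated 15 min at room temperature with compound before 50 nM substrate (final) was added. Read at 0 and 10 min; four-parameter Hill fit.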
* = called active by the depositor; u = inconclusive; x = no result given; & = joins results of further samples; [ ] = remark or other dose. Unless noted, the call rests on the fitted dose curve; in most records, active means well fitted curve in the direction sought with a large enough effect; inconclusive means small, poorly fitted or top-dose-only effect, or another doubt; inactive means no such curve, though single readings can be large; an effect the other way counts as inactive or inconclusive. An excerpt. The share of hits here may be higher or lower than overall.

Below each compound: Pol eta inh, POLB inh, APE1 inh, GRP78 ERSR act, BLM helicase inh, POLI inh, Pol kappa inh, Apoferritin bind, LDHA block
O=C(CSc1nc2ccccc2o1)N1CCN(c2ccccc2)CC1
    -9%, 33%[activator], u, 0%, 1%, -3%, -21%, -13%, -7
O=C(COc1ccc(S(=O)(=O)NCc2ccccc2)cc1)N1CCOCC1
    -1%, 6%, -2%, 0%, -1%, 12%, -11%, -5%, -9
CCc1cc2c(=O)c(Oc3ccccc3)c(C)oc2cc1O
    -1%, 0%, -3%, 1%, -5%, 8%, -3%, 54%[activator], -2
CCOC(=O)CSc1nc2cc(S(=O)(=O)N3CCOCC3)ccc2n1CC
    -17%, x, 26%, -5%, x, 34%[activator], 2%, x, -3
COc1cccc(-c2nnc(SCC(=O)Nc3ccc(OC)c(OC)c3)n2N)c1
    -10%, -4%, -2%, 0%, -2%, -2%, -3%, -13%, 3
C=CCOC(=O)C(C(C)=O)C(NC(=O)OC)c1ccccc1 (centres undefined)
    x, x, u, -4%, -4%[12.4 µM], x, x, -6%[15.3 µM], x
CCCC[n+]1c(C)sc2ccc(C)cc21
    -7%, 0%, -2%, -6%, 2%, 12%, 13%, -9%, -3
O=C1CSC(=S)N1/N=C/c1cccc(C(F)(F)F)c1
    -8%, 11%, 56%[activator], -4%, -2%, u, -18%, -10%, -1
O=C(O)CN1C(=O)/C(=C\c2cccc(OC(=O)c3ccco3)c2)SC1=S
    -6%, 46%, -13%, -2%, -4%, u, -11%, -1%, -21
CC(/C=N/NC(=O)Cc1cccn1C)=C\c1ccccc1
    -11%, 9%, 4%, 4%, -4%, 11%, -15%, -4%, -5
Cc1cccn2c3c(c(=O)nc12)C(c1cccc(F)c1)CC(=O)N3 (centres undefined)
    -6%, 3%, x, 0%, -3%, -2%, -4%, 3%, 3
CCOc1ccccc1NC(=O)CNC(=O)CNC(=O)Cc1ccccc1
    -5%, 43%, 3%, -1%, 1%, 6%, -11%, -4%, -1
O=C(O)Cn1c(=O)c2c3c(sc2n(Cc2ccc(Cl)cc2Cl)c1=O)CCCC3
    u, -2%, -6%, 0%, -3%, -1%, 4%, 6%, -1
O=C([O-])c1ccccc1-[n+]1c(-c2ccccc2)cc(-c2ccccc2)cc1-c1ccccc1
    -10%, x, 46%[activator], -4%, x, 3%, -1%, x, -4
NC(=O)C1CCN(C(=O)/C=C/c2ccco2)CC1
    -6%, -1%, 5%, -4%, -1%, 2%, 0%, -1%, -5
COc1ccc(C(=O)OCc2ccc(C)cc2)cc1S(=O)(=O)N1CCOCC1
    -24%, x, 12%, -4%, x, 26%, 8%, x, 1
COc1ccc(N=Cc2nc(-c3ccco3)oc2O)cc1
    -13%, -1%, 0%, -1%, -6%, 4%, -13%, -17%, -1
Cc1c(Cl)cccc1NC(=S)NCCc1ccc(C(F)(F)F)cc1
    -21%, 2%, 2%, -9%, -13%, 69%[activator], -3%, 2%, -2
Cc1cccc(N2CCN(C(=O)c3ccc4ncsc4c3)CC2)c1C
    0%, 18%, -1%, -3%, 1%, u, -12%, -16%, 0
COc1ccc([C@@H]2CC(=O)c3c(O)cc(O[C@@H]4O[C@H](CO[C@@H]5O[C@@H](C)[C@H](O)[C@@H](O)[C@H]5O)[C@@H](O)[C@H](O)[C@H]4O)cc3O2)cc1
    x, x, -5%, -5%, 0%, x, 14%[60.1 µM], -5%, x
CN1CCN(c2nc(-c3ccco3)cc(C(F)(F)F)n2)CC1
    -7%, 37%, 1%, -2%, 1%, -26%, -8%, -14%, -6
CN1CCC(CO)(Cc2ccccc2)CC1
    -19%, 9%, -1%, -5%, 1%, 7%, 3%, -3%, -7
CC(C)Oc1ccc(Cc2cnc(N)nc2N)cc1
    -3%, 0%, 19%, -4%, 4%, 8%, 1%, -16%, -1
CCOc1ccc(C2CC(c3ccc(OC)c(OC)c3)n3nc(N)nc3N2)cc1 (centres undefined)
    -4%, 0%, 18%, -4%, 7%, -20%, 7%, -5%, -2
O=C(CCCN1C(=O)CSc2ncccc21)N1CCN(Cc2ccccc2)CC1
    -5%, -22%, -9%, -3%, 1%, 19%, 16%, 5%, 1
CCOC(=O)c1cccc(C2=CC(=O)C[C@H](c3ccc(OC)c(OC)c3)C2)c1
    -12%, x, -9%, -2%, x, -4%, -3%, x, 0
CC(=O)Nc1ccc(NC(=O)CSc2nnc(NC(=O)Cc3ccc(F)cc3)s2)cc1
    0%, 45%, -4%, -2%, -3%, -21%, -9%, -5%, -3
CC(C)c1nc(=S)c2ccccc2[nH]1
    3%, -11%, 0%, -3%, 2%, 10%, -7%, -2%, 4
CC(=O)N1CC2(C)CN(C(C)=O)CC(C)(C1)C2=O
    5%, 36%, 1%, -5%, 1%, 7%, -9%, -7%, -4
CC1Cn2c(C(=O)NCCc3ccc(Cl)cc3)cc3cccc(c32)S1 (centres undefined)
    -26%, -1%, x, -7%, -11%, 25%, -9%, 42%[activator], 1
CCCCNC(=O)NNC(=O)c1ccc(F)cc1
    -2%, 23%, -7%, -4%, 1%, 19%, -16%, -6%, -4
Cc1c(-c2ccc(F)cc2)nc(N)c(C#N)c1-c1ccco1
    -9%, 5%, -7%, -5%, -6%, 6%, -1%, 2%, 0
Cc1ccc(S(=O)(=O)NC(C(=O)OCC(=O)NC2CCS(=O)(=O)C2)C(C)C)cc1 (centres undefined)
    -8%, -2%, -6%, -2%, -2%, 4%, 5%, 2%, -2
Cc1ccc(NC(=O)CN2C(=O)CSc3ccc(S(=O)(=O)N(C)C)cc32)c(C)c1
    -2%, 7%, x, -3%, -2%, -7%, 27%, 0%, -12
O=C(OC(c1ccccc1)c1nccc2ccccc12)c1cc([N+](=O)[O-])cc([N+](=O)[O-])c1 (centres undefined)
    -22%, 11%, 1%, -4%, -4%, 48%, -14%, u, 1
Cc1ccc2onc(CC(=O)N3CCN(c4ccc(Cl)cc4)CC3)c2c1
    -16%, -3%, x, -3%, 0%, 9%, -11%, -9%, -1
CCOC(=O)C1CCN(C(=O)c2oc3ccc(S(=O)(=O)N4CCCCCC4)cc3c2C)CC1
    -8%, 13%, -10%, -3%, -5%, -3%, -5%, -21%, 0
COc1ccc(C2N(c3ccc(C)cc3)CCN2c2ccc(C)cc2)cc1O
    -12%, 3%, 0%, 3%, -13%, 9%, -6%, -19%, 4
Cc1c(C#N)c2ccccc2n1CC(=O)NCc1ccccc1
    -14%, 40%, -4%, 0%, -8%, 12%, -5%, -3%, -5
O=C(CSc1nnc(-c2cccnc2)o1)Nc1nccs1
    -19%, x, -8%, -3%, x, 6%, 2%, x, -4
CC1(C)Cc2c(cnn2-c2cccc(F)c2)C(NC(=O)Cn2cccn2)C1 (centres undefined)
    -17%, -4%, 18%, -3%, -1%, 13%, -3%, -4%, 3
CCCNC(=O)[C@@H]1CCCN1C(=O)[C@@H]1Cc2ccccc2CN1
    -10%, 28%, 11%, 1%, -6%, 173%[activator], -13%, -7%, -8
Cc1ccc(C)c(NC(=O)COC(=O)CC2CC3CCC2C3)c1 (centres undefined)
    -11%, x, 12%, -5%, x, -9%, -12%, x, -5
Nc1cccc(Oc2ccc3c(c2)C(=O)NC3=O)c1
    -8%, 5%, -13%, -1%, 1%, 22%, -4%, -15%, -3
O=C1c2ccccc2C(=O)c2cc(NC(=O)C3CC3)ccc21
    -9%, 2%, -4%, 4%, -5%, 11%, -17%, -8%, 0
COc1ccc(-c2ccc(NS(=O)(=O)c3ccc(C(C)=O)cc3)cc2)nn1
    -2%, 2%, x, -4%, 0%, -18%, -3%[60.1 µM], -13%, -3
Cc1c(NC(=O)c2cc(-c3ccccc3)on2)c(=O)n(-c2ccccc2)n1C
    5%, -13%, -4%, -5%, 0%, 14%, -3%, -7%, 6&4
CCOC(=O)c1ccc(NC(=O)c2cn3c4c(ccc(Cl)c4c2=O)OC(C)C3)cc1 (centres undefined)
    0%, 12%, x, -3%, -1%, 1%, -5%, -1%, -2
Cc1cc(OC(=O)c2c(C)cc(O)cc2O)cc(O)c1C(=O)O
    8%, x, 19%&-9%&-4%, -1%&-6%, -9%&-3%, u, -1%, 2%, 6
O=C(CC1NC2CCCCC2NC1=O)Nc1cccc(C(F)(F)F)c1 (centres undefined)
    -12%, 25%, -2%, -3%, 5%, 4%, -3%, -10%, -5
CCCCC(C)Sc1nc2c([nH]1)c(=S)n(C)c(=O)n2C (centres undefined)
    -10%, x, x, -4%, x, 3%, -13%, x, 3
O=C(Nc1c2c(nn1-c1ccccc1)CS(=O)(=O)C2)c1ccco1
    -11%, u, 3%, -4%, -2%, u, -9%, -10%, 0
Cc1ccc(C(=O)Nc2ccc3nc(C)sc3c2)s1
    -13%, 11%, 11%, -2%, 3%, 9%, -3%, -12%, -11
COc1ccc(CNC(=O)CC2C(=O)NCCN2C2Cc3ccccc3C2)cc1 (centres undefined)
    -21%, 15%, 9%, -4%, -4%, 9%, -7%, -7%, 11
OCCn1c(-c2ccccc2)csc1=Nc1ccccc1
    -27%, 0%, 0%, 2%, 2%, 7%, -6%, 0%, 1
Cc1ccc2c(nc3s/c(=C/c4cccs4)c(=O)n32)c1C
    20µM*, 32µM*, 6%, 6%, -15%, u, u, -3%, -3
